CHRM5 agonist: agonists of human muscarinic M5 receptor (CHRM5) | CHO-K1 hM5 cells, Fluo-8 calcium fluorescence; 0% DMSO wells, 100% maximal acetylcholine response | 360,000 compounds, 0.19% hits | AID 624037 | activation, % at 3 µM;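 active = activation above the run's mean over test compounds plus 3 SD, cut at about 23% in these data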;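 note: signal is peak over basal fluorescence ratio across the kinetic read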
CHRM4 antagonist: antagonists of human muscarinic M4 receptor (CHRM4). AID 624125. 360,000 compounds, 0.73% hits. P08173. inhibition, % at 3 µM. CHO-hM4 cells, ACh EC80, Fluo-8 calcium fluorescence;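 active = inhibition above its plate's cutoff, the mean inhibition of sample wells plus 3 SD, cut at about 27% in these data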;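 note: 0% = acetylcholine EC80 with DMSO and 100% = DMSO without agonist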
Target sequence (P08173 whole entry, looked up): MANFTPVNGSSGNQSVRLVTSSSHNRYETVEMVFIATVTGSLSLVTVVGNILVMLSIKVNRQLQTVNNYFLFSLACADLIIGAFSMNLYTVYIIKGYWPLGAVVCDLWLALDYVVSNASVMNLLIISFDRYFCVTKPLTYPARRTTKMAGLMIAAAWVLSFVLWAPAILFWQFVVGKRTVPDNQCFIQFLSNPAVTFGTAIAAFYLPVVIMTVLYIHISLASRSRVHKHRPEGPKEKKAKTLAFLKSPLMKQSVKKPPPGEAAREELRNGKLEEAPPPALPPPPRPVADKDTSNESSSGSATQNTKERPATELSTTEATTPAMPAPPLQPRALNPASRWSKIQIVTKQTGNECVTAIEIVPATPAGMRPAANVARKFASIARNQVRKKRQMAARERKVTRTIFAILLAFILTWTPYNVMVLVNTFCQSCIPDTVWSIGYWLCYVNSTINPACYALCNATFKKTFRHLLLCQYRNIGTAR
M1 PAM: human CHRM1 positive allosteric modulation; P11229; CHO-K1 hM1, Fluo-8 calcium fluorescence, ACh EC20; 0% = ACh EC20, 100% = maximal ACh; activation, % at 3 µM; 360,000 compounds, 0.088% hits; AID 588819; in the data active = activation above about 19%, passing the limit was not always enough
Target sequence (P11229 whole entry, looked up): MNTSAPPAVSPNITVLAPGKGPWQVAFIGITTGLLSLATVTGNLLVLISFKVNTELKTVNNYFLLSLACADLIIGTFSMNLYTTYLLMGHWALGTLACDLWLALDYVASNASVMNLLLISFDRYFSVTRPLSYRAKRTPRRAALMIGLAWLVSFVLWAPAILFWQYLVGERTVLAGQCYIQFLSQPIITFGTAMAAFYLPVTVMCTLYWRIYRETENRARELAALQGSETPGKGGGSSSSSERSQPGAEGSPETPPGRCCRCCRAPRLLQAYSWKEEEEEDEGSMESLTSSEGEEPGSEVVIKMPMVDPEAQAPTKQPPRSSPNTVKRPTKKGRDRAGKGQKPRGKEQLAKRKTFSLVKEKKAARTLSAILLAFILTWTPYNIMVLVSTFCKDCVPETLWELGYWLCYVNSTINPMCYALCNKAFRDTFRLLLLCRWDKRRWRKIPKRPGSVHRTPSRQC
CRFBP-R2 block: CRF-BP/CRF-R2 complex antagonism; inhibition, % at 11.8 µM; HEK293 CRF-R2/CRF-BP, CRF-induced calcium fluorescence; 350,000 compounds, 0.59% hits;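 active = inhibition of the ligand-induced calcium signal above about 50% at the single tested concentration, limit read from the data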
CHRM4 agonist: agonists of human muscarinic M4 receptor (CHRM4); P08173; CHO-K1 hM4/Gqi5, Fluo-8 calcium fluorescence; vehicle 0%, full acetylcholine response 100%; activation, % at 3 µM; 360,000 compounds, 0.14% hits; AID 624127;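 active = activation above the run mean over all test wells plus 3 SD, cut at about 32% in these data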;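 note: peak over basal fluorescence ratio per well then scaled between controls; 0% = DMSO wells and 100% = acetylcholine at EC100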
M5 PAM: positive allosteric modulators of human muscarinic M5 receptor; P08912; 360,000 compounds, 0.3% hits; activation, % at 3 µM; CHO-K1 hM5, Fluo-8 calcium, ACh EC20 PAM; 0% = ACh EC20, 100% = ACh EC100;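 active = activation above the run cutoff, the mean activation of all test compounds plus 3 SD, cut at about 18% in these data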
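Measured by: Fluo-8 calcium fluorescence; material: human M5 receptor in CHO-K1 cells; schedule: Post-acetylcholine fluorescence recording 140 s; benchmarks: low control EC20 acetylcholine (0%), high control EC100 acetylcholine (100%); read-out: Max/basal fluorescence ratio as % of EC20–EC100 ACh window; compound: single dose, 3 µM nominal final test concentration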
CHRM4 PAM: CHRM4 positive allosteric modulation; P08173; CHO-K1 hM4/Gqi5, Fluo-8 calcium fluorescence, ACh EC20; 0% = ACh EC20, 100% = maximal ACh; activation, % at 3 µM; 360,000 compounds, 0.4% hits;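 active = activation above its plate's cutoff, the mean activation of sample wells plus 3 SD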; note: some results filed as inactive read as strong as hits
CRFR2-BP ag: CRF-BP/CRF-R2 complex agonism | AID 588473 | 350,000 compounds, 0.46% hits | HEK293 CRF-R2/CRF-BP, calcium dye fluorescence (FLIPR); percent of saturating CRF peptide response | activation, % at 13.2 µM;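 active = activation of at least 50%, plus an integration ratio under a set limit after plate pattern correction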;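 note: plate controls were neutral control wells without compound for no effect and CRF at EC100 for full effect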
CHRM5 antagonist: antagonists of human muscarinic M5 receptor (CHRM5). CHO-hM5 cells, Fluo-8 calcium fluorescence, ACh EC80. inhibition, % at 3 µM. 360,000 compounds, 0.59% hits;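 active = inhibition above a per-plate cutoff, the mean of that plate's test compounds plus 3 SD, cut at about 27% in these data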;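 note: 0% = acetylcholine EC80 with DMSO and 100% = DMSO without agonist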
* hit, by the source's call; x = not tested or not shown; & = joins results of further samples.

SMILES	CHRM5 agonist	CHRM4 antagonist	M1 PAM	CRFBP-R2 block	CHRM4 agonist	M5 PAM	CHRM4 PAM	CRFR2-BP ag	CHRM5 antagonist
N#Cc1cccc(NC(=O)CN2NS(=O)(=O)c3ccccc3C2=O)c1	-2	5	5	0	0	-4	1	3.3	0
Cc1ccc(S(=O)(=O)N2[C@@H](c3cccc(C)c3)C(C(=O)O)=C[C@H]2C(C)(C)C)cc1	0	0	9	0	-1	-4	-3	-0.9	15
O=C(c1ccccc1)c1cccn1CC(=O)N1CCc2ccccc2C1	-1	-11	8	-1	1	4	0	-1.3	4
CC(C)C1C(=O)N(Cc2cn(CCC3OCCCO3)nn2)CCS(=O)(=O)N1Cc1ccc(-c2ccc(Cl)nc2)cc1 (configuration not stated)	1	-10	-2	8	19	-10	-11	-0.1	14
COc1cccc(Nc2cc(C)nc3ccccc23)c1	0	2	4	-12	0	1	-5	1.5	3
COc1ccc(-c2csc(NC(=O)C3CC(=O)N(Cc4ccco4)C3)n2)cc1 (configuration not stated)	7	1	6	-26	6	-9	-1	-0.3	9
O=C(/C=C/c1ccco1)c1cccnc1	1	2	8	19	12	-6	-3	1.1	6
CC(NC(=O)CNC(=O)Cc1cccc2ccccc12)c1ccc(S(N)(=O)=O)cc1 (configuration not stated)	-1	2	9	-2	1	-6	0	1.8	4
CCOC(=O)C1CCN(C(=O)CCC(=O)NNc2nc3ccccc3c3nc(C)nn23)CC1	-2	-9	2	4	1	-8	0	-1.6	17
Cc1c(CC(=O)NC(C)C)c(=O)oc2cc3c(cc12)CCC(C)(C)O3	-4	4	7	-11	1	-2	-3	4.5	3
CCn1c(=O)c(C(=O)Nc2ccccc2)c(O)c2ccccc21	7	7	11	-5	1	7	-5	-1.4	-8
Cc1cccc(C)c1NC(=O)c1ccc(OCc2c(C)noc2C)cc1	-2	-5	9	2	3	2	-2	0.6	2
COC(=O)C1OC2(OC1C(=O)OC)c1ccccc1-c1ccccc12 (configuration not stated)	-6	1	4	-9	0	3	2	0.5	-2
COc1cc(/C=C/C(=O)O)cc(Br)c1O	0	22	2	-5	1	4	-3	1.2	5
CN(C#N)c1nc(Cl)nc(Nc2cccc(Cl)c2)n1	-1	4	8	8	0	1	3	0.3	3
CS(=O)(=O)N1CCC(Oc2ccccc2C(=O)N2CCC[C@H]2CO)CC1	-2	4	8	3	0	-2	-1	2.2	1
CCOc1ccc(Nc2nc(N)c([N+](=O)[O-])c(N3CCN(C)CC3)n2)cc1	-4	-3	6	-4	9	-3	-1	-1.1	5
CC(=O)c1ccc(Nc2ccc([N+](=O)[O-])c3nonc23)cc1	23	5	-1	6	12	-11	-6	15	13
CN(C(=O)COC(=O)c1nc(Cl)ccc1Cl)C1CCS(=O)(=O)C1 (configuration not stated)	-3	0	4	-5	0	0	4	-0.3	9
COc1ccc(OC)c(-n2nnnc2SCC(=O)N2CCN(C(=O)c3ccco3)CC2)c1	3	4	13	8	1	10	-1	1.0	0
CCOC(=O)c1ccc(Cn2cnc3ccccc3c2=O)cc1	0	6	6	0	2	-3	-3	0.9	5
Cc1ccc(SCC(=O)NNC(=O)c2ccc(S(C)(=O)=O)cc2)cc1	-3	2	11	3	x	3	-3	-0.1	6
COc1ccc([N+](=O)[O-])cc1NC(=O)CCSCCc1ccccn1	1	-2	8	21	1	-2	-3	0.2	12
Cc1ccc(CN2CC(C(=O)N3CCN(S(=O)(=O)c4cccc(F)c4)CC3)CC2=O)cc1 (configuration not stated)	0	6	13	1	4	7	-2	-1.6	-2
COc1ccccc1[C@@H]1C(c2ccc(F)cc2)=NN(c2ccccc2)[C@H]1C(=O)N1CCOC1=O	-1	4	-9	-1	0	9	11	0.1	7

The closing 5 compounds of the section before lead into the next.
SMILES	CHRM5 agonist	CHRM4 antagonist	M1 PAM	CRFBP-R2 block	CHRM4 agonist	M5 PAM	CHRM4 PAM	CRFR2-BP ag	CHRM5 antagonist
CCOC(=O)c1ccc(Cn2cnc3ccccc3c2=O)cc1	0	6	6	0	2	-3	-3	0.9	5
Cc1ccc(SCC(=O)NNC(=O)c2ccc(S(C)(=O)=O)cc2)cc1	-3	2	11	3	x	3	-3	-0.1	6
COc1ccc([N+](=O)[O-])cc1NC(=O)CCSCCc1ccccn1	1	-2	8	21	1	-2	-3	0.2	12
Cc1ccc(CN2CC(C(=O)N3CCN(S(=O)(=O)c4cccc(F)c4)CC3)CC2=O)cc1 (configuration not stated)	0	6	13	1	4	7	-2	-1.6	-2
COc1ccccc1[C@@H]1C(c2ccc(F)cc2)=NN(c2ccccc2)[C@H]1C(=O)N1CCOC1=O	-1	4	-9	-1	0	9	11	0.1	7
COc1ccc(S(=O)(=O)NCc2cccnc2)cc1C(=O)NC1CCCCC1	-5	-1	5	4	2	-1	5	-1.6	2
COc1ccc(S(=O)(=O)N2CCOC23CCN(C(=O)c2ccccc2Br)CC3)cc1	-4	19	5	14	2	-6	-9	-1.7	11
COC(=O)c1[nH]c(C)c(/C(O)=C2\C(=O)C(=O)N(CCN3CCOCC3)C2c2ccco2)c1C (configuration not stated)	0	0	5	20	0	2	-6	0.6	3
COc1cc(-c2nnc(NC(=O)CS(=O)(=O)c3ccc(C)cc3)o2)cc(OC)c1OC	4	-7	6	6	5	3	8	0.1	5
Cc1ccc(S(=O)(=O)n2c([N+](=O)[O-])cnc2C)cc1C	5	-1	6	-4	0	16	6	0.9	1
O=C(c1ccccc1)c1ccccc1C(=O)c1ccccc1	-8&-6	4&2	16&1	8&7	0&0	4&-9	0&-3	-6.4&0.4	-3&4
O=C(OCC(=O)N1CCCc2ccccc21)c1cccc(S(=O)(=O)N2CCOCC2)c1	-3	5	-2	3	4	3	-3	-1.1	-8
Cc1ccc(CCNC(=O)C2CCN(S(=O)(=O)c3ccc4nc5c(c(C(=O)O)c4c3)CCCC5)CC2)cc1	-2	-4	9	-8	0	0	-2	-1.0	10
O=C(Nc1ccccc1C(=O)N1CCCCC1)C1CCCCC1	-2	-14	6	-30	0	-4	9	12	1
O=C(O)C1=C[C@H](c2ccc(Br)cc2)C[C@H](OCc2ccc(CO)cc2)O1	4	7	7	3	1	3	1	0.8	2
COc1ccccc1C(CNC(=O)C(CCSC)NS(=O)(=O)c1ccccc1F)N1CCCC1 (configuration not stated)	-2	-8	5	-7	4	-3	12	-0.8	-1
Cn1nccc1-c1ccc(C(=O)Nc2cccc(NS(C)(=O)=O)c2)c2occc12	10	6	-15	x	19	-9	-8	x	6
CCOC(=O)c1ccc(S(=O)(=O)N2CCN(C3CC(=O)N(c4ccc(OC)cc4)C3=O)CC2)cc1 (configuration not stated)	3	2	6	-5	0	-1	3	-0.2	1
COc1ccc(S(=O)(=O)N2CCCCCC2)cc1C(=O)N1CCN(c2ccccc2C)CC1	13	6	-2	-6	25	-18	-9	1.1	5
O=C(CCCCCN1C(=O)[C@@H]2Cc3ccccc3CN2C1=O)Nc1cccc(F)c1	9	-4	-17	3	25	-10	-14	-0.7	-4
O=C(C[C@H]1C/C=C\C[C@@H](Cc2ccc(F)cc2)C(=O)O[C@H](c2ccccc2)CNC1=O)NCCO	-3	7	0	84*	1	-2	1	1.2	17
COc1cccc(CN2CCC(Oc3ccc(C(=O)NCc4ccccn4)cc3)CC2)c1O	-5	4	-5	107*	1	-4	-6	0.0	9
O=C(CSc1nc2ccccc2s1)NCc1ccc2c(c1)OCO2	1	-1	2	-1	1	-4	-1	-2.0	5
COc1ccc(S(=O)(=O)Cc2ccccc2)cc1N	-4	-8	0	17	2	-1	12	-1.3	-8
Cc1c(-c2cccs2)[n+](=O)c2c(n1[O-])CCCCC2	-1	0	10	5	1	3	8	-2.4	-2
COc1ccc(NC(=O)N(C)C[C@H]2Oc3ccc(NC(=O)Nc4c(C)noc4C)cc3C(=O)N([C@H](C)CO)C[C@@H]2C)cc1	0	-17	11	13	1	4	8	1.1	-10
NC(=O)CCCCC(=O)OCCCc1cccs1	-1	6	3	16	0	-3	-4	0.2	-1
COc1ccc(-c2noc(-c3cc(C)cc(C)c3)n2)cc1OC	1	-1	8	16	-1	2	-2	-1.4	4
COc1ccc(CNc2ccc(-c3ccccc3OC)nn2)cc1	-3	0	3	-2	0	-1	5	1.3	2
COc1ccc(-c2cc3ccc(OCC(=O)NCC4CCC(C(=O)O)CC4)cc3oc2=O)cc1 (configuration not stated)	1	-8	8	-6	0	-1	1	-0.2	8
(cont.)
SMILES	CHRM5 agonist	CHRM4 antagonist	M1 PAM	CRFBP-R2 block	CHRM4 agonist	M5 PAM	CHRM4 PAM	CRFR2-BP ag	CHRM5 antagonist
Cc1cc(Cl)nc(-c2ccccc2O)n1	1	8	12	7	0	15	10	-0.5	-10
N#CCCN(C(=S)Nc1ccc(S(=O)(=O)N2CCOCC2)cc1)c1ccccc1F	-2	-7	4	-6	2	-6	6	1.0	5
CC(=O)Nc1ccc(S(=O)(=O)N[C@@H](C)C(=O)OCC(=O)Nc2ccc3c(c2)OCCO3)cc1	-1	-1	2	-2	-1	5	1	-1.2	6
COC(=O)C1CCN(C(=O)C2CC(=O)N(c3ccc(C)c(Cl)c3)C2)CC1 (configuration not stated)	5	10	17	5	2	-3	8	1.8	4
O=C(CN(C(=O)c1csnn1)c1ccc(F)c(Cl)c1)NCc1ccc2c(c1)OCO2	-2	-9	10	6	1	13	8	-0.4	-14
COc1ccc(S(=O)(=O)N2Cc3ccccc3CC2C(=O)Nc2nccs2)cc1OC (configuration not stated)	2	-7	-5	-4	7	-10	-3	-0.3	-5
CC1=Nc2ccccc2/C1=C/c1nc(-c2ccc(C)s2)oc1O	4	16	-4	-25	9	-5	3	15	18
CC[C@@]1(C(=O)OC)N[C@H](CN(C)S(=O)(=O)c2ccc(OC(F)(F)F)cc2)[C@@H]2C(=O)N(C)C(=O)[C@@H]21	-2	-28	5	-5	2	-1	10	0.8	0
O=C(NCCN1CCOCC1)c1ccc([N+](=O)[O-])cc1[N+](=O)[O-]	-7	-3	5	9	1	5	7	-0.5	-8
COc1ccc(N2CCN(C(CNC(=O)COc3ccccc3)c3ccco3)CC2)cc1 (configuration not stated)	-1	0	3	19	4	-5	1	-0.8	8
O=C1/C(=C/c2ccc(C(=O)O)cc2)CCC/C1=C\c1ccc(C(=O)O)cc1	-3	16	0	-15	1	0	14	-0.4	11
O=C(CN1C(=O)NC2(CCc3ccccc32)C1=O)c1ccc(Br)cc1 (configuration not stated)	-2	-5	13	-6	2	-2	1	-1.5	3
COc1cc2c(cc1NC(=O)/C=C/c1ccc([N+](=O)[O-])cc1)oc1ccccc12	-2	-2	3	-16	1	3	9	-1.4	-4
COC(=O)c1cccc(S(=O)(=O)N2CCCC2)c1	-2	-8	3	18	0	-9	-1	-2.7	-4
Cc1ccc(NC(=O)CCc2nc3sc4c(c3c(=O)[nH]2)CCCC4)c(Br)c1	5	-4	2	5	1	-2	6	-0.8	-1
c1ccc(CCNCc2cccs2)nc1	0	-4	3	3	0	2	1	-1.1	8
CCOc1ncccc1C(=O)Nc1ccc(S(=O)(=O)NC2=NCCCCC2)cc1	3	4	-7	15	0	-1	-9	-7.3	14

Screening results: PubChem BioAssay, several laboratories

Rows are unselected; overall some 2.6% were active at least once.
